# Compound activity as filed in PubChem BioAssay.
# a7 integrin act – activators of alpha7 integrin expression for muscular dystrophy; alpha7betagal myoblasts, beta-gal FDG fluorescence, 48 h; Potency, µM (titrated, usually from 38.3 µM), without a hit: top-dose activation, most hits filed as activators; 350,000 compounds, 0.064% hits; AID 624291;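 also: 100% = response of the positive control SU9516; nearly all actives have a fitted effect of over 60% in size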
#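 alpha7betagal+/- myoblasts (passage 13, 250/well) treated 48 h at 37C with compounds at 1:260 dilution of DMSO stock. Lysed, then beta-galactosidase activity read as FDG fluorescence (ex 480/em 540) after 30 min, with pre-read for autofluorescence.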
# BRCA1 expr up – BRCA1 expression activation; MCF7-BRCA1-FFLuc reporter, luminescence, 48 h; response scale: scaled: vehicle 0%, 10 µM genistein 100%; Potency, µM (highest dose often 46.1 µM), without a hit: at the highest dose activation, most hits filed as activators; 380,000 compounds, 1.1% hits; also: nearly all actives have a fitted effect of over 80% in size; some results filed as inactive show a strong effect at the top dose
#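 Compounds are tested at multiple concentrations on MCF7 BRCA1-luciferase reporter cells seeded at 2000 per well; after 48 h, a single luminescence end-point is taken and curves fitted to the normalized data.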
# * = called active by the depositor; ? = inconclusive; [ ] = dose if it differs, or a comment. Calls follow the shape of the dose curve; as a rule, active = well fitted activation curve with a large enough effect; inconclusive = small, poorly fitted or top-dose-only effect; inactive = no such curve, though single readings can be large or run the other way. Potency is read from the fitted curve at half-maximal effect. A portion of the library. The share of hits here may be higher or lower than overall.
SMILES,a7 integrin act,BRCA1 expr up
O=C(COc1ccc(F)c(Cl)c1)NC(=O)NC1CCCC1,5.1%,?
Cc1n[nH]c2ccc(Br)cc2c1=O,-3.5%,4.3%
CC1=C(C(=O)N2CCOCC2)CC(CC(=O)NCc2cccc3ccccc23)C(=O)N1CCC1=CCCCC1 (stereo not given),2.0%,7.9%
COc1cccc(NC(=O)CN(C)C(=O)c2cc(Cl)nc3ccccc23)c1,16.2%,-5.3%
COc1ccc(NC(=O)c2sc3nc(N4CCOCC4)c4c(c3c2N)CCCC4)cc1,14.6%,13.5%
CCn1c(C)nnc1SCC(=O)Nc1ccc(OC)cc1,-5.5%,14.0%
CC1(C)CC(=O)C=C(c2ccccc2CO)C1=O,-11.1%,14.4%
O=C1c2ccccc2S(=O)(=O)c2cc(-c3nn[nH]n3)ccc21,8.0%,0.9%
CCCNC(=O)C[C@@H]1C[C@H]2c3cc(NC(=O)c4ccc5c(c4)OCO5)ccc3O[C@H]2[C@@H](CO)O1,-2.8%,-17.7%
C[C@@H]1CN([C@@H](C)CO)C(=O)CCCn2nncc2CO[C@@H]1CN(C)S(=O)(=O)c1cccc(F)c1,-12.0%,-0.8%
CCN(CC)C(=O)c1[nH]cnc1C(=O)Nc1ccccc1F,3.2%,0.0%
COc1cc2c(cc1N)-c1ccc(N)cc1C2=O,6.9%,10µM*
Cc1nc2ccccn2c(=O)c1NC(=O)COc1ccccc1,-6.6%,31.0%
Cc1ccc(C(=Cc2ccc([N+](=O)[O-])cc2)C(=O)O)cc1,7.7%,-4.7%
COC(=O)[C@H]1C[C@H](OC(=O)Nc2cccs2)[C@@]2(O)CN(S(=O)(=O)c3ccc(C)cc3)CC2[C@H]1C(=O)OC (stereo not given in full),-24.8%,-10.5%
Cc1ccc(S(=O)(=O)N2CCOCC2)cc1NC(=O)Cn1nnc(-c2ccccc2)n1,16.7%,-4.0%
O=C(C[C@@H]1C[C@H]2c3cc(NC(=O)C4CCC4)ccc3O[C@H]2[C@@H](CO)O1)NCc1ccc(-c2ccccc2)cc1,-25.3%,-28.7%
COc1ccc(C(=O)NC(C)Cc2c[nH]c3ccccc23)cc1 (stereo not given),21.6%,?
COc1ccc(C(=O)CC(C#N)c2ccc3c(c2)OCO3)cc1OC (stereo not given),-3.3%,4.6%
O=C(OCC(=O)N1CCCCCC1)c1cccc(Cl)c1Cl,9.6%,5.8%

# Some of the entries so far, bar-delimited.
structure | a7 integrin act | BRCA1 expr up
COc1cccc(NC(=O)CN(C)C(=O)c2cc(Cl)nc3ccccc23)c1 | 16.2% | -5.3%
CC1=C(C(=O)N2CCOCC2)CC(CC(=O)NCc2cccc3ccccc23)C(=O)N1CCC1=CCCCC1 (stereo not given) | 2.0% | 7.9%
Cc1n[nH]c2ccc(Br)cc2c1=O | -3.5% | 4.3%
COC(=O)[C@H]1C[C@H](OC(=O)Nc2cccs2)[C@@]2(O)CN(S(=O)(=O)c3ccc(C)cc3)CC2[C@H]1C(=O)OC (stereo not given in full) | -24.8% | -10.5%

# Further entries follow:
SMILES,a7 integrin act,BRCA1 expr up
CC(C)C1C(=O)N(Cc2cn(Cc3ccco3)nn2)CCS(=O)(=O)N1Cc1ccc(-c2cccc(N(C)C)c2)cc1 (stereo not given),-11.9%,-37.9%
CCCCCC(=O)N1C[C@H](n2cc(-c3ccc(F)cc3)nn2)[C@@H](O)C[C@@H]1c1ccc(C)cc1,2.5%,-23.3%
CCN1C(=O)[C@H]2[C@@H](c3ccc(C)cc3)N[C@]3(CCCN(Cc4ccc(F)cc4)C3=O)[C@H]2C1=O,27.4%,2.3%
CCCCN1C(=O)C(CC(=O)NC2CC2)CC(C(=O)N(CC)CC)=C1C (stereo not given),24.5%,5.8%
COc1cc(NC(=O)COc2ccc([N+](=O)[O-])cc2)ccc1NC(=O)c1ccco1,-6.7%,6.5%
C[C@H]1CN([C@@H](C)CO)C(=O)CCCn2cc(nn2)CO[C@@H]1CN(C)C(=O)c1ccncc1,19.5%,1.9%
CC1CCC(NC(=O)C(NS(=O)(=O)c2ccc(Br)cc2)C(C)C)CC1 (stereo not given),-1.2%,72.8%
COc1cccc(/C=C/C(=O)OCC(=O)Nc2ccc3c(c2)OCO3)c1,9.9%,0.4%
Cc1ccc(C(=O)NC(C)C(c2cccs2)N2CCOCC2)cc1C (stereo not given),16.6%,29.6%
N#CCC(=O)Nc1ccc(C(=O)OCC(=O)Nc2cccc3ccccc23)cc1,2.9%,0.0%
N#CCCSC(=S)C1CCCC1=N (stereo not given),-5.4%,1.4%
CCCCN1C(=O)C(CC(=O)NCCc2ccccn2)CC(C(=O)N(C(C)C)C(C)C)=C1C (stereo not given),-4.0%,0.9%
CCOC(=O)c1ccc(NC(=O)c2nc[nH]c2C(=O)N[C@@H](C)CO)cc1,9.0%,8.7%
Cc1ccccc1NC(=O)CNC(=O)N1CC(=O)Nc2ccccc21,0.8%,-7.3%
CC(CN1CCN(CCOCCO)CC1)CN1c2ccccc2Sc2ccc(Cl)cc21 (stereo not given),-62.9%[inhibitor],-83.5%[inhibitor]
Cc1cccc(N=Cc2ccccc2O)c1C,9.8%,6.1%
CCc1ccc(CN2CCC(Oc3cc(C(=O)NC4CC4)ccc3OC)CC2)cc1,-9.2%,-27.1%
O=C(Cn1ccnc1[N+](=O)[O-])N(CCO)CCO,-5.5%,17.9%
COc1ccc(C2CC(c3cccc([N+](=O)[O-])c3)=NN2/C(C)=C/C(C)=O)cc1 (stereo not given),1.4%,-13.1%
COc1ccc(CCNC(=O)c2cc(S(=O)(=O)N3CCc4ccccc43)ccc2F)cc1OC,18.4%,9.1%
CC(=O)N1CCOc2ccc(S(=O)(=O)N3CCC(C(=O)NCc4ccc(Cl)cc4)CC3)cc21,-14.9%,-2.9%
OC(c1ccccc1)c1ccccc1CN1CCCNC1=S (stereo not given),17.7%,10.5%
N#CCC(C(=O)c1cccnc1)c1ccccc1 (stereo not given),8.8%,-1.0%
Cc1ccc([C@H]2C[C@H](n3cc(C4CC4)nn3)[C@@H](O)CN2CC2CCCCC2)cc1,-51.2%[inhibitor],-50.8%
C[C@@H]1CCCCO[C@H](CN(C)Cc2ccc3c(c2)OCO3)[C@@H](C)CN([C@H](C)CO)C(=O)c2cc(NC(=O)c3ccccc3)ccc2O1,21.3%,-31.5%
COCCn1c2nc(=O)n(-c3ccccc3)c(=O)c-2nc2ccccc21,-15.7%,-59.3%
CN(C(=O)C(C)(C)C)[C@H]1C[C@H]2c3[nH]c4ccccc4c3CCN2C(=O)[C@H]1CO,9.3%,16.7%
O=C(C[C@H]1C[C@H]2c3cc(NS(=O)(=O)c4ccc(F)cc4)ccc3O[C@H]2[C@H](CO)O1)NCc1cc(F)ccc1F,-7.1%,-14.0%
O=C(CCN1C(=O)c2ccccc2C1=O)c1ccccc1,0.0%,2.0%
C[C@@H]1CN([C@H](C)CO)C(=O)CCCn2cc(nn2)CO[C@H]1CN(C)S(=O)(=O)c1ccc(-c2ccccc2)cc1,-10.0%,-1.7%
O=C1OCC/C1=C1/NCCNC1=O,6.9%,-17.5%
COc1ccc(NC(=O)C[C@H]2C(=O)N(CCc3ccccc3)C[C@@H]2Cc2ccccc2)cc1,14.9%,10.7%
CN(CC(=O)NCC1CCCO1)S(=O)(=O)c1ccc2ccccc2c1 (stereo not given),-4.5%,0.9%
COc1ccc(-c2ccc(CN3C(C(C)C)C(=O)N(Cc4cn(CCC5OCCCO5)nn4)CCS3(=O)=O)cc2)cc1OC (stereo not given),30.2%,-15.3%
Cc1c(NC(=O)COC(=O)c2ccccc2O)c(=O)n(-c2ccccc2)n1C,5.5%,-10.1%
CN(Cc1cnn(-c2ccccc2)c1)C(=O)c1cccc(S(=O)(=O)Nc2ccccc2F)c1,-15.7%,1.3%
COC(=O)c1c(NC(=O)c2ccc(C(=O)c3ccccc3)cc2)sc2c1CC(C)(C)NC2(C)C,-5.3%,3.8%
O=C(CCN1N=C(c2ccccc2)CCC1=O)NC1CCCCC1,13.2%,0.0%
O=C(Cc1c[nH]c2ccccc12)N1CCN(S(=O)(=O)c2ccc(F)cc2)CC1,-29.0%,-4.4%
CN(C)c1ccc(C=C2SC(=S)N(Cc3ccco3)C2=O)cc1,13.6%,0.3%
OCc1ccccc1Cn1ccnc1,11.1%,5.6%
Cc1cc(=O)[nH]c(NNC(=O)c2ccc(Cl)cc2)n1,0.4%,-8.2%
c1ccc(C2=NC(c3ccccc3)CC2)cc1 (stereo not given),-0.9%,57.4%
CC(C)N(Cc1ccccc1)S(=O)(=O)c1ccc(-n2cccn2)cc1,10.6%,-21.8%
Cc1cc(S(=O)(=O)Nc2ccc(C(=O)NC3CC3)cc2)ccc1F,-7.8%,1.6%
C[C@H](CO)N1C[C@H](C)[C@H](CN(C)S(=O)(=O)c2cn(C)cn2)OCc2cnnn2CCCC1=O,28.1%,9.4%
COc1ccc(NC(=O)COC(=O)C2CCCN2C(=O)OC(C)(C)C)cc1Cl (stereo not given),7.6%,-16.3%
O=C(COC(=O)C1=COCCO1)NCc1ccc(Cl)cc1Cl,-2.4%,-6.4%
CC(=O)c1ccc(NC(=O)CN2CCC(NC(=O)c3ccccc3C)CC2)cc1,1.9%,46.7%
COc1cccc(NC(=O)c2cnc(NS(=O)(=O)c3ccccc3)nc2)c1,20.0%,-10.1%
COc1ccc(CN2CCN(Cc3c[nH]c4ccccc34)CC2)c(OC)c1,-40.9%,-14.5%
Cn1nc(NC(=O)C(F)(F)F)c2ncc(-c3ccccc3)nc21,0.0%,63.8%
NC1=CC(=O)C(=O)c2cccnc21,-63.6%[inhibitor],-75.5%
O=c1[nH]c2cc([N+](=O)[O-])ccc2c2cc(Br)ccc12,2.1%,-56.3%
C[C@H](O)[C@@H]1C(=O)N2CCc3c([nH]c4ccccc34)[C@@H]2C[C@@H]1N(C)S(=O)(=O)c1ccccc1,2.4%,-4.6%
CCN(CC)C(=O)C1=C(C)N(Cc2ccc(OC)cc2)C(=O)C(CC(=O)NC2CCCC2)C1 (stereo not given),14.5%,-18.3%
CCCCN1C[C@H](Cc2ccccc2)[C@@H](CC(=O)Nc2ccc(OC)cc2)C1=O,5.5%,-3.4%
CCn1ncc(CN2CCC(n3nccc3NC(=O)c3ccccc3Cl)CC2)c1C,-4.6%,5.8%
COc1ccc(S(=O)(=O)N2CCC(C(=O)NCCc3ccc(OC)c(OC)c3)CC2)cc1,-10.8%,0.0%
COc1ccc(S(=O)(=O)N2CCC(C(=O)N[C@@H](C)C(=O)NCc3ccco3)CC2)cc1,17.7%,-0.9%

# Entries shown so far containing an NH in an aromatic ring:
SMILES,a7 integrin act,BRCA1 expr up
Cc1n[nH]c2ccc(Br)cc2c1=O,-3.5%,4.3%
O=C1c2ccccc2S(=O)(=O)c2cc(-c3nn[nH]n3)ccc21,8.0%,0.9%
CCN(CC)C(=O)c1[nH]cnc1C(=O)Nc1ccccc1F,3.2%,0.0%
COc1ccc(C(=O)NC(C)Cc2c[nH]c3ccccc23)cc1 (stereo not given),21.6%,?
CCOC(=O)c1ccc(NC(=O)c2nc[nH]c2C(=O)N[C@@H](C)CO)cc1,9.0%,8.7%
CN(C(=O)C(C)(C)C)[C@H]1C[C@H]2c3[nH]c4ccccc4c3CCN2C(=O)[C@H]1CO,9.3%,16.7%
O=C(Cc1c[nH]c2ccccc12)N1CCN(S(=O)(=O)c2ccc(F)cc2)CC1,-29.0%,-4.4%
Cc1cc(=O)[nH]c(NNC(=O)c2ccc(Cl)cc2)n1,0.4%,-8.2%
COc1ccc(CN2CCN(Cc3c[nH]c4ccccc34)CC2)c(OC)c1,-40.9%,-14.5%
O=c1[nH]c2cc([N+](=O)[O-])ccc2c2cc(Br)ccc12,2.1%,-56.3%
C[C@H](O)[C@@H]1C(=O)N2CCc3c([nH]c4ccccc34)[C@@H]2C[C@@H]1N(C)S(=O)(=O)c1ccccc1,2.4%,-4.6%
